KOR beta-arrestin-1: KOR antagonists, beta-arrestin recruitment, cell-based, luminescence, uHTS (AID 1778). Kappa-type opioid receptor (Homo sapiens). KOR beta-arrestin recruitment, luminescence, antagonist mode; higher % means a stronger effect. inhibition, % at 10 µM; hits with a dose series show IC50 in µM. actives 0.091% (n = 290,000); in the data active = inhibition above about 50%; note: strong numbers were not always called active
GPR55 antagonists: GPR55 antagonists blocking LPI-driven arrestin recruitment, primary screen, imaging, U2OS, beta-arrestin-GFP, LPI agonist (AID 2013). G-protein coupled receptor 55 (Homo sapiens). U2OS GPR55 beta-arrestin-GFP translocation imaging, LPI antagonism; higher % means a stronger effect. one-dose inhibition, % at 10 µM; IC50 in µM for titrated hits. actives 0.13% (n = 290,000);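 active = spots per cell inhibited over 60%, with over 100 cells counted and total cytoplasm intensity under 500,000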;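 note: U2OS cells stably carrying GPR55 and arrestin-GFP stimulated by 5 µM LPI near EC80; imaged beta-arrestin-GFP aggregate spots per cell after agonist stimulation; plate controls were LPI-stimulated DMSO wells for no effect and DMSO wells without LPI for full effect; some results filed as inactive read as strong as hits; confirmed hits need IC50 under 10 µM and bright autofluorescent wells are also inconclusive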
GPR55 beta-arrestin: GPR55 agonists via beta-arrestin recruitment, primary screen, imaging, U2OS cells, beta-arrestin-GFP redistribution (AID 1961); G-protein coupled receptor 55 (Homo sapiens); U2OS GPR55 beta-arrestin-GFP redistribution imaging; higher % means a stronger effect; one-dose activation, % at 10 µM; EC50 in µM for titrated hits; actives 0.048% (n = 290,000);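 active = activation above 40% with more than 50 cells counted in the well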;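 note: U2OS osteosarcoma cells stably expressing GPR55 and beta-arrestin-GFP; plate controls were DMSO negative control for no effect and LPI positive control for full effect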
NOD1 inhibition: NOD1 signaling inhibitors, primary screen, cell-based, luminescence, uHTS (AID 1578); actives 1% (n = 290,000); inhibition, % at 4 µM, or EC50 in µM where a hit was titrated; NOD1-driven NF-kB luciferase reporter cells, luminescence; higher % means a stronger effect; in the data active = inhibition mostly above about 36%, no sharp cut-off; inactive = mostly below about 34%;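 note: HEK-293T reporter cells stimulated with the NOD1 agonist gamma-tri-DAP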
HIV fusion peptide: inhibitors of HIV fusion peptide binding, primary screen, biochemical, uHTS, fluorescence dequenching (AID 1986) | cell-free peptide binding, fluorescence dequenching, 30 min; higher % means a stronger effect | one-dose inhibition, % at 20 µM; IC50 in µM for titrated hits | actives 0.3% (n = 290,000); in the data active = inhibition mostly above about 52%, no sharp cut-off; inactive = mostly below about 76%; note: some results filed as inactive read as strong as hits
Dengue-2 NS5 capping: Dengue-2 NS5 methyltransferase inhibitors, primary screen, biochemical, confirmation dose response (AID 588689); actives 0.3% (n = 340,000); one-dose inhibition, % at 25 µM; IC50 in µM for titrated hits; Dengue-2 NS5 methyltransferase capping enzyme assay, biochemical; higher % means a stronger effect; in the data active = a potency from the dose series
KOR beta-arrestin-2: KOR agonists, beta-arrestin recruitment, primary screen, cell-based, luminescence, uHTS (AID 1777) | Kappa-type opioid receptor (Homo sapiens) | actives 0.02% (n = 280,000) | activation, % at 10 µM; hits with a dose series show EC50 in µM | KOR beta-arrestin recruitment, luminescence; higher % means a stronger effect; in the data active = activation above about 50%, passing the limit was not always enough; note: a part of the inactive calls stands beside numbers as strong as those of hits
GPR35 arrestin U2OS: GPR35 antagonists blocking zaprinast-driven arrestin recruitment, primary screen, imaging, U2OS, beta-arrestin-GFP, zaprinast agonist (AID 2058). U2OS GPR35 beta-arrestin-GFP translocation imaging, zaprinast antagonism; higher % means a stronger effect. G-protein coupled receptor 35 (Homo sapiens). actives 0.052% (n = 290,000). inhibition, % at 10 µM, or IC50 in µM where a hit was titrated;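 active = inhibition of at least 50% with at least 30 cells and total cytoplasm GFP at most 10,000,000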
West Nile virus CPE: West Nile virus antiviral activity, cell-based, CPE readout (AID 1621); West Nile virus-infected cells, CPE inhibition; higher % means a stronger effect; CPE inhibition, % at 10 µM, or IC50 in µM where a hit was titrated; actives 0.02% (n = 290,000); in the data active = a potency from the dose series; note: strong numbers were not always called active
Dengue-2 NS5 capping pilot replicate: recorded beside Dengue-2 NS5 capping, whose call it bears; inhibition, %; measured here: pilot screen replicate inhibition
* marks the source's active call; other numbers are inactive results; nt = no result given; [ ] = dose if it differs, or a comment. This is a subset (hit frequency here may not be typical).

SMILES | KOR beta-arrestin-1 | GPR55 antagonists | GPR55 beta-arrestin | NOD1 inhibition | HIV fusion peptide | Dengue-2 NS5 capping | KOR beta-arrestin-2 | GPR35 arrestin U2OS | West Nile virus CPE | others
COc1ccc(C(=O)N2CCCC(CNC(=O)c3ccc(F)cc3)C2)cc1OC (stereo unspecified) | -28.3% | -12.2% | -0.2% | -28.9% | -0.6% | -6.2% | -0.7% | -0.7% | -0.5%
O=C(COC(=O)CCC(=O)c1cccs1)NCc1cccs1 | 11.0% | -7.1% | -0.2% | -5.0% | 1.0% | -3.5% | 3.4% | 0.5% | 0.2%
CC1CN(S(=O)(=O)c2ccc(-c3nc4ccccc4s3)cc2)CC(C)O1 (stereo unspecified) | -14.0% | -3.9% | -0.3% | -28.0% | -0.7% | 2.8% | -3.4% | -4.9% | -0.6%
CC(C)C[C@H](NC(=O)N1CCn2c1nc1ccccc12)C(=O)NCc1ccco1 | nt | -0.1% | -0.2% | -4.7% | -1.7% | -3.6% | nt | 1.4% | 1.1%
O=C(CSc1nc2ccccc2c(=O)n1CC1CCCO1)NCc1ccc2c(c1)OCO2 (stereo unspecified) | -2.6% | 14.4% | 0.5% | -10.1% | -2.6% | 2.3% | -7.7% | -9.9% | -0.1%
CCN1C(=O)C(Cc2nc3ccccc3c(=O)n2-c2ccccc2)c2ccccc21 (stereo unspecified) | -12.1% | 4.8% | 0.0% | 15.3% | -1.1% | -2.7% | 13.4% | -1.4% | -0.2% | Dengue-2 NS5 capping pilot replicate=-1.1
CCOc1ccc(-n2c(SCC(=O)Nc3ccc4c(c3)OCO4)nc3ccccc3c2=O)cc1 | -20.1% | 6.7% | 2.1% | -3.3% | -1.4% | -1.6% | 3.0% | 1.8% | 0.2%
COC(=O)c1ccc(COC(=O)c2cccnc2Cl)cc1 | 1.9% | 0.3% | -0.1% | 28.6% | 2.3% | -4.4% | 0.2% | -11.3% | 0.2%
COc1cccc(CN2CCN(Cc3ccc(C#CC(C)(C)O)s3)CC2CCO)c1 (stereo unspecified) | -5.9% | 12.4% | -0.2% | -10.6% | -1.2% | -10.8% | 0.6% | 15.1% | -0.8%
O=C(O)CCN1C(=O)C2C3C=CC(C3)C2C1=O (stereo unspecified) | -48.5% | -12.9% | 0.0% | 10.7% | -2.4% | 0.0% | 1.4% | 17.5% | 0.0%
Cc1ccc(CNC(=O)CCCNS(=O)(=O)c2cccc3nonc23)cc1 | -45.6% | 5.1% | 0.0% | 19.9% | -3.1% | 1.6% | 2.9% | -6.2% | -1.0%
C/C(=N/Nc1ccc([N+](=O)[O-])cc1)c1c[nH]c2ccccc12 | 17.9%[20 µM] | 8.9% | -0.1% | -49.2% | 2.0% | -41.8% | -5.6% | 22.0% | -1.3%
Cc1ccc(NC(=O)COC(=O)/C=C/c2cccs2)c(C)c1 | 8.9% | 1.0% | -0.1% | -48.6% | 5.7% | -6.5% | -0.7% | -9.1% | -0.6%
CC1=NN(C(=O)c2nn(C)cc2Br)C(O)(C(F)(F)F)C1 (stereo unspecified) | -14.4% | -9.9% | 0.0% | -2.8% | 0.4% | -0.6% | 0.5% | -9.3% | -0.9%
COCc1[nH]c(=S)c(C#N)cc1C(=O)OC | 13.8% | -1.9% | -0.2% | -8.5% | 5.2% | 2.3% | 4.2% | 12.7% | 0.1%
CCOC(=O)c1cccc(NC(=O)CCc2nc(-c3ccccc3F)no2)c1 | 9.0% | 7.3% | -0.2% | -6.6% | 0.1% | nt | 4.4% | -1.0% | -0.2%
CCOC(=O)c1cc(-c2ccccc2)n[nH]1 | 29.3% | -0.6% | -0.1% | -3.2% | -2.0% | -3.9% | -0.3% | 0.1% | 0.5%
CC(=O)Nc1ccc2nc(SCC(=O)Nc3ccc(N4CCOCC4)c(Cl)c3)sc2c1 | 3.5% | 36.4% | 0.0% | 12.9% | -4.9% | -12.1% | 5.6% | 2.6% | -0.4%
COc1ccc(S(=O)(=O)NCc2ccc3c(c2)cc(C)n3C)cc1 | -4.6% | -2.7% | -0.1% | -3.2% | 2.7% | 12.5% | 2.1% | -17.3% | 0.4%
CCc1c(C)nc(N)n2c(SCC(=O)N3CCCc4ccccc43)nnc12 | 15.2% | 9.3% | -0.2% | -15.4% | -0.9% | -9.6% | -2.9% | 11.5% | 0.3%
COc1cc(C=O)ccc1Oc1cnccn1 | -29.0%[20 µM] | 14.7% | -0.1% | -27.7% | 0.8% | 4.5% | -4.2% | 6.6% | -0.4%
C/C(=N\NC(=O)COc1cccc(C)c1)c1ccc2ccccc2c1O | -329.2% | 6.0% | 0.6% | 18.0% | -1.6% | 7.4% | 4.1% | 1.8% | -1.2%
CCN(CC)S(=O)(=O)c1ccc(N2CCOCC2)c(C(=O)O)c1 | -20.1% | 9.8% | 0.3% | -12.2% | 0.7% | -7.3% | -0.7% | 2.9% | 0.5%
COCCN1C(=O)c2oc3c(C)cc(C)cc3c(=O)c2C1c1cccc(O)c1 (stereo unspecified) | -69.6% | 6.4% | -0.1% | 6.5% | -4.5% | -3.2% | -2.1% | 0.7% | 0.0%
COc1cc(/C=N/NC(=O)COc2ccc(Cl)cc2)ccc1OS(=O)(=O)c1ccc(C)cc1 | -34.7% | 3.6% | -0.1% | -25.9% | -0.3% | -7.3% | 1.0% | 3.5% | -0.4%
(list continues)
SMILES | KOR beta-arrestin-1 | GPR55 antagonists | GPR55 beta-arrestin | NOD1 inhibition | HIV fusion peptide | Dengue-2 NS5 capping | KOR beta-arrestin-2 | GPR35 arrestin U2OS | West Nile virus CPE | others
O=C(CCCC(=O)N1CCN(c2ccccc2F)CC1)c1ccccc1 | -18.2%[20 µM] | -16.2% | -0.3% | -21.4% | -0.7% | 3.6% | -1.9% | -2.1% | 0.2%
O=C(CSc1nnc(-c2ccco2)n1-c1ccccc1)NCC1CCCO1 (stereo unspecified) | 13.3% | -7.5% | 0.2% | -24.5% | 1.1% | 0.7% | 0.1% | -9.7% | -0.3%
CN(C)Cc1cc(C(C)(C)C)c(O)c(C(C)(C)C)c1 | -4.6% | 1.5% | 0.2% | 13.9% | -1.1% | 0.8% | 2.0% | 9.0% | 0.9%
Cn1c(=O)n(C)c2cc(C(=O)Nc3ccc(Br)cc3)ccc21 | nt | 10.3% | -0.2% | -12.3% | -0.4% | -11.4% | -5.2% | 12.5% | 0.3%
COc1ccc(/C=C/C(=O)NC(=S)Nc2cc3oc4ccccc4c3cc2OC)cc1 | -31.7% | 13.6% | 0.1% | -81.2% | 1.6% | 1.8% | 10.5% | -8.4% | -0.8%
CCN(CC1CCCN(CCc2cccc(F)c2)C1)C(=O)c1ccc(CSC)o1 (stereo unspecified) | -4.2% | 15.3% | -0.1% | -11.0% | -0.1% | -6.1% | 6.5% | -7.8% | -1.4%
COc1ccccc1NC(=O)CCn1c(=S)oc2ccccc21 | 2.9% | 12.0% | 0.4% | -5.3% | 1.5% | -4.0% | -0.7% | -7.7% | 0.3%
Cc1ccc2[nH]c3c(N4CCN(Cc5ccc6c(c5)OCO6)CC4)ncnc3c2c1 | -4.0% | 14.5% | -0.2% | 73.7% | 21.4% | nt | 1.5% | 9.2% | nt
CS(=O)(=O)Nc1cccc(-c2cn3ccccc3n2)c1 | 14.4%[20 µM] | 13.5% | -0.1% | -40.7% | -0.3% | -6.4% | nt | -7.6% | 0.5%
CCOC(=O)Cc1csc(Nc2c(C)n(C)n(-c3ccccc3)c2=O)n1 | -3.9% | -8.4% | -0.1% | -12.5% | 2.0% | -0.7% | 1.4% | -13.1% | 0.1%
Nc1nonc1-n1nnc(C(=O)N/N=C/c2ccncc2)c1CSc1ccc(Cl)cc1 | 9.4% | -11.1% | 0.2% | 15.1% | 1.1% | 17.8% | -1.9% | 9.1% | 0.1%
Brc1ccc2c(c1)C(c1cccnc1)=NNC(c1cccs1)=N2 | 11.5% | -1.2% | 0.1% | -16.8% | -2.8% | -4.4% | 5.1% | -5.4% | -0.6%
Cc1cc(NS(=O)(=O)c2ccc(NC(=O)/C=C/c3ccccc3Cl)cc2)no1 | 11.2% | 7.3% | -0.1% | -6.8% | 46.6% | 0.0% | -2.6% | -9.3% | -0.4%
CCN(CC)CCOc1cc2c(nn1)Oc1ccccc1N2C | 1.2% | 5.5% | -0.3% | 3.0% | -1.4% | 0.7% | -4.0% | 3.5% | -0.8%
Cc1ccc(S(=O)(=O)N(C)C)cc1-n1c(SCC(=O)Nc2ccc(F)cc2Cl)nc2ccccc2c1=O | 3.9% | -0.3% | -0.3% | 45.8% | -2.1% | -5.2% | 7.7% | -3.5% | -0.6%
Cc1cccc(NC(=O)Cn2c(=O)n(CCC(=O)NC3CCCC3)c(=O)c3ccccc32)c1 | 3.0% | 0.2% | -0.1% | 8.7% | 4.1% | 7.8% | 0.6% | 6.8% | -0.1%
CCOc1ccc(NS(=O)(=O)c2ccc3[nH]c(=O)cc(C(=O)O)c3c2)cc1 | 11.9%[20 µM] | -3.7% | 0.2% | -11.8% | 1.1% | -2.7% | -4.4% | 2.7% | 0.4%
COc1cc(NC(=O)CSCC(=O)Nc2cc(OC)cc(OC)c2)cc(OC)c1 | -12.6% | -13.3% | 0.0% | -5.4% | -0.3% | nt | 1.7% | -7.7% | -0.2%
CC(C)CCn1c(S(=O)(=O)O)nc2ccccc21 | -13.2% | -5.2% | 0.2% | 3.3% | 3.7% | -6.4% | 3.0% | 12.6% | 0.1%
COCCCn1c(SCC(=O)NCc2ccccc2)nc2ccccc2c1=O | 2.2% | -0.6% | 0.1% | -23.1% | 2.1% | -4.8% | -7.1% | -6.2% | -0.2%
O=C1c2ccc3c4c(ccc(c24)C(=O)N1CCCCO)C(=O)N(CCCCO)C3=O | -26.4% | 1.1% | -0.3% | 3.4% | 17.4% | >100µM* | 1.0% | -15.2% | -2.2%
Cc1ccc2c(c1)C(=C(C#N)C#N)C(=O)N2CCN1CCCCC1 | -10.5% | 13.4% | -0.1% | -13.7% | 0.6% | -11.7% | -0.6% | 4.3% | 1.3%
C/C(=N\NC(=O)CCC(=O)O)c1c(-c2ccccc2)c2cc(Br)ccc2[nH]c1=O | -1.2% | 4.9% | 0.3% | -0.7% | 2.4% | 6.2% | -0.3% | -1.1% | 0.3%

Grouped by structure, the entries above containing a cyano group.
SMILES | KOR beta-arrestin-1 | GPR55 antagonists | GPR55 beta-arrestin | NOD1 inhibition | HIV fusion peptide | Dengue-2 NS5 capping | KOR beta-arrestin-2 | GPR35 arrestin U2OS | West Nile virus CPE | others
COCc1[nH]c(=S)c(C#N)cc1C(=O)OC | 13.8% | -1.9% | -0.2% | -8.5% | 5.2% | 2.3% | 4.2% | 12.7% | 0.1%
Cc1ccc2c(c1)C(=C(C#N)C#N)C(=O)N2CCN1CCCCC1 | -10.5% | 13.4% | -0.1% | -13.7% | 0.6% | -11.7% | -0.6% | 4.3% | 1.3%

Screening results (PubChem BioAssay)
